Assay outcomes as filed in PubChem.
KDM5B inhibitor: inhibitors of human KDM5B histone demethylase | Potency, µM (doses to about 57.7 µM), without a hit: at the top dose activity change, negative = inhibition, usual class: inhibitors | 2.6% of 220,000 active | KDM5B demethylase, FDH-coupled NADH fluorescence (FDH is formaldehyde dehydrogenase); active = well fitted inhibition curve with a large enough effect; inconclusive = small, poorly fitted or top-dose-only effect; inactive = no such curve, though single readings can be large or run the other way; note: 0% is about no effect; nearly all actives have a fitted effect of over 70% in size
Target sequence (Q9UGL1 whole entry, looked up): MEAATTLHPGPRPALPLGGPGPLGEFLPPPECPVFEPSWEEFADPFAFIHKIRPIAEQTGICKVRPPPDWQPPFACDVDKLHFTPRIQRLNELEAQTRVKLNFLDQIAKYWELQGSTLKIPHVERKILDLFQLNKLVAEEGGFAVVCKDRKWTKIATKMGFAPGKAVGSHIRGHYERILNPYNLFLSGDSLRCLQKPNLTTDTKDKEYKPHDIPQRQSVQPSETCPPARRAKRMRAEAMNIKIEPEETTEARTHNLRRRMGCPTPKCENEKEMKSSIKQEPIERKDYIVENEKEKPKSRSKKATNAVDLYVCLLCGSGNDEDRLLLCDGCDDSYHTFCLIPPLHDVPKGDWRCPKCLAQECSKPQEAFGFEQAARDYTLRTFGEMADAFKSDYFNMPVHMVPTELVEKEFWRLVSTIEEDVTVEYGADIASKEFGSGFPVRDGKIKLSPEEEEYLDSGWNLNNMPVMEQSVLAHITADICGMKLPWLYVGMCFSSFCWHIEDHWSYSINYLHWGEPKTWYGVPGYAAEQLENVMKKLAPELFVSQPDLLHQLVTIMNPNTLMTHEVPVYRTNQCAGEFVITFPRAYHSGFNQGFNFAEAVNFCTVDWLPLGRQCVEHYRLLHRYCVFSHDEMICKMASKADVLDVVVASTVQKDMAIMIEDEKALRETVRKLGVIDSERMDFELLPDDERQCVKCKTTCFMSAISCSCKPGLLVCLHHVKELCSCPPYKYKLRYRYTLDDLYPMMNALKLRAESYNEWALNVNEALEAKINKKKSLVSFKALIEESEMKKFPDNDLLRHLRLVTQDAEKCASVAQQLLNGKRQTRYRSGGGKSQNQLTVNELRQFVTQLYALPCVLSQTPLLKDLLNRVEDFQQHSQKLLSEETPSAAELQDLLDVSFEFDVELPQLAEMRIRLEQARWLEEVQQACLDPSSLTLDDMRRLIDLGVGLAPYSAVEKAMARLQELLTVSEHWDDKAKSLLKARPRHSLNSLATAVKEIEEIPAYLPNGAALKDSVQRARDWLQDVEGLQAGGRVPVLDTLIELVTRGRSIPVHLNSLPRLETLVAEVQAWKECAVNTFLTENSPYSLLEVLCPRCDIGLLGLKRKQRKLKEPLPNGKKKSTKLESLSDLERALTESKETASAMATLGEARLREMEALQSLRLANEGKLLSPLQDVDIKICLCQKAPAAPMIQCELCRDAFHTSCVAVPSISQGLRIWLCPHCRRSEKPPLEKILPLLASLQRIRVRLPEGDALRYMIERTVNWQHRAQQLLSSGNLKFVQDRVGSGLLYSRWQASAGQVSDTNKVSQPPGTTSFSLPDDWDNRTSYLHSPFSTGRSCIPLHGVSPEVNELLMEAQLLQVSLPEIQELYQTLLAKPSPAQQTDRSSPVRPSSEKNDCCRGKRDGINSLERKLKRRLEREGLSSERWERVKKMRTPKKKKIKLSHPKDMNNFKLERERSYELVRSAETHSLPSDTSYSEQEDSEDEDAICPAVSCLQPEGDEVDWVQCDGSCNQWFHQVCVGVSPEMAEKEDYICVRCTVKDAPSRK
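Measured: NADH fluorescence change, 30 min, RT. System: KDM5BΔAP 200 nM final, H3K4me3 peptide, α-KG, Fe(II), ascorbate, NAD⁺ plus FDH, pH 7.5 HEPES. Compounds: titrated, 10 min pre-incubation with enzyme.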
Starred values were filed as active, the others as inactive; i = inactive; ? = inconclusive; [ ] = another dose, or the depositor's remark. Potency is the fitted concentration of half-maximal effect.

Start of the data: the first two entries as a preview:
KDM5B inhibitor	Structure
-3%	O=C(COC(=O)c1ccc2c(c1)NC(=O)CS2)Nc1cccc(Cl)c1
7%	CC(C)Oc1ccccc1CN1C[C@@H](CO)[C@H](c2ccncc2)C1

All compounds of this part, from the start:
KDM5B inhibitor	Structure
-3%	O=C(COC(=O)c1ccc2c(c1)NC(=O)CS2)Nc1cccc(Cl)c1
7%	CC(C)Oc1ccccc1CN1C[C@@H](CO)[C@H](c2ccncc2)C1
-9%	CCOC(=O)c1c(C)[nH]c(NC(=O)Nc2cccc(C)c2)c1C
-19%[86.2 µM]	COc1ccc(CN2CCC3(CC2)COCCN3C(=O)OCc2ccccc2)cc1O
9%	O=C(CCNC(=O)N1CC(=O)Nc2ccccc21)Nc1cccc(Cl)c1
21%	CC(C)C[C@H](NC(=O)NCCC1=CCCCC1)C(=O)O
21%	CC[C@@]1(O)CCN(C(=O)c2ccccc2OCc2ccccc2)C[C@H]1O
5%	Cc1nnc(NC(=O)CC[C@H]2NC(=O)c3ccccc3NC2=O)s1
-3%	Cc1cccc(C)c1NC(=O)CCl
-8%	CCc1ccc(NC(=O)c2ccc(CN3C(=O)NC4(CCOCC4)C3=O)cc2)cc1
14%	COc1cccc(CC(=O)N2CCN(c3cc(C(F)(F)F)ncn3)CC2)c1
15%	COc1ccc(CNC(=O)COC(=O)CCSC)cc1
-18%	Cc1nc(NCCN2CCC(O)CC2)cc(C2CC(O)C2)n1 (stereo not drawn)
28µM*	Cc1ccc(CC(=O)NC(C)C(=O)N2CCN(c3ccccn3)CC2)cc1 (stereo not drawn)
30%	COc1ccc(CC(NC(C)=O)C(=O)NC2CCN(C(=O)c3ccc(Cl)cc3)CC2)cc1 (stereo not drawn)
-6%	CCOc1ccc(CCNC(=O)CCc2c(C)nn(C)c2C)cc1OCC
-10%	Cc1ccc(C(=O)NC2CCN(c3cc(C(F)(F)F)ncn3)CC2)s1
-23%	C[C@@]12CC[C@H]3O[C@H](COc4ccccc4)OC[C@@]3(C)C1CC[C@@H](O)C2CC(=O)N1CCCC1 (stereo partly drawn)
8%	CC(=O)C(Cc1ccccc1)NC(=O)CN(C)Cc1ccccc1Cl (stereo not drawn)
?	CC(C)C(=O)/C(C#N)=C\c1ccc(C#N)cc1
9%	CC(=O)N1CCCC1c1nc2ccccc2n1Cc1cccc(C)c1 (stereo not drawn)
?	COc1cc(NC(=O)c2ccc3c(c2)N(C)C2CCCCCN2C3=O)cc(OC)c1 (stereo not drawn)
25µM*	COc1ccc(-c2cc(N3CCCC(NC(=O)c4cccc5[nH]ccc45)C3)n[nH]2)cc1 (stereo not drawn)
-8%	CCCCN(Cc1ccc(C(=O)N[C@H](C(=O)O)C(C)C)cc1)C(=O)C(c1ccccc1)c1ccccc1
-11%	Cc1ccc(C(=O)N2CCC(OC3CCN(C)CC3)CC2)cc1C
-2%	COCCNc1ccc(N2C(=O)C3CCCCC3C2=O)cc1[N+](=O)[O-] (stereo not drawn)
-16%	Cc1cc(Nc2ccccc2)nc(NCc2ccccc2)n1
11%	CC(C)(C)C(=O)Nc1cc(NC(=O)C(C)(C)C)cc(C(=O)Nc2c[nH]c(=O)[nH]c2=O)c1
33%[activator]	Cc1nnc(CN2CCOc3c(O)cc(-c4ccccc4C)cc3C2)s1
-36%	c1ccc(CN2CCC(Nc3ncncn3)C2)cc1 (stereo not drawn)
-22%	CCN1CCN(Cc2cc(=O)oc3ccc(O)cc23)CC1
-14%	CN(CC(=O)NC(=O)NC1CC1)Cc1cccc(C#N)c1
18%	COCc1[nH]c(=S)[nH]c(=O)c1C
2%	Cc1cnc(C(=O)OCc2ccc(-c3ccccc3)cc2)cn1
-25%	CCN(CC)CCCNC(=O)Cn1nc(C)n2c(cc3sccc32)c1=O
36%	Cc1ccccc1C(=O)NC1CCN(CC(=O)NC2CCCCC2)CC1
-22%	COc1cc(NC(=O)CN2C(=O)CCc3cc(Br)ccc32)cc(OC)c1OC
i	c1ccc(-c2ccc(Nc3ccc4ccccc4c3)cc2)cc1
29%	O=C(O)/C=C/c1cccc(Cl)c1Cl
-5%	c1csc(-c2nc(CSc3nnc(C4CC4)n3C3CC3)co2)c1
9%[86.2 µM]	CN1C[C@H](C(=O)NCCOc2ccccc2)C[C@H]1c1cccc(C(F)(F)F)c1
15%	Cc1nc2cc(CNC(=O)CN3C(=O)CN(C)C3=O)ccc2n1C
-28%	CCN1CCC(Nc2ccnc3cc(Cl)ccc23)CC1
-27%	COCC(=O)NCC12CCC=C1N(C)C(=O)CC2 (stereo not drawn)
12%	O=C(COc1ccc(Cl)cc1)NCCc1csc(-c2cccnc2)n1
23%	CO[C@H]1C(=O)N(C(C)C)[C@H]1C1CCN(C(=O)C2CC2)CC1
3%	COc1ccccc1/C(C)=N/Nc1ccc(Cl)c(C(=O)O)c1
-19%	CCCOc1ccc(CN2CCC(C)(c3noc(C4CCOCC4)n3)CC2)cc1
?	COc1ccccc1C(=O)Nc1cccc(C(=O)OCc2cc(=O)n3c4c(sc3n2)CCCC4)c1
11%	CCCCCn1nc(C(=O)Nc2ccccc2OCC)c2ccccc2c1=O
-47%	Cc1cccc(C(=O)NC(=O)Nc2ccc(-c3cc(C(F)(F)F)nn3-c3ccccc3)cc2)c1
-31%	CN(C)S(=O)(=O)N1CCCC(c2nnc(CN3CCCCC3)n2C)C1 (stereo not drawn)
10%	O=C(NCc1ccc(Cl)cc1)C1CCCN(C(=O)c2cnn(-c3ccc(F)cc3)c2-n2cccc2)C1 (stereo not drawn)
-10%	O=C(C1CC1)N1CC(Oc2ccc(-c3noc(C4CCOCC4)n3)cc2)C1
13%	CC(C)CNC(=O)C(NC(=O)c1ccccc1)C1CCN(C(=O)c2ccccc2)CC1 (stereo not drawn)
14%	C/C(=N\NC(=O)c1cccc(Br)c1)c1cccs1
16%	CCCCN(C1CCS(=O)(=O)C1)S(=O)(=O)c1ccc(OC)c(OC)c1 (stereo not drawn)
-1%	O=C(Cn1c(=O)oc2cc(S(=O)(=O)N3CCOCC3)ccc21)c1ccc(F)cc1
4%[86.2 µM]	C[S+](=O)([O-])c1cccc(Nc2n[nH]c(C(O)c3ccccc3)n2)c1 (stereo not drawn)
5%	Cc1ccc(-n2ncc(C(=O)N3CCN(c4ccccn4)CC3)c2C2CCN(C(=O)OC(C)(C)C)CC2)cc1C

Shown comma-delimited: part of the list above
SMILES,KDM5B inhibitor
CN1C[C@H](C(=O)NCCOc2ccccc2)C[C@H]1c1cccc(C(F)(F)F)c1,9%[86.2 µM]
Cc1nc2cc(CNC(=O)CN3C(=O)CN(C)C3=O)ccc2n1C,15%
CCN1CCC(Nc2ccnc3cc(Cl)ccc23)CC1,-28%
COCC(=O)NCC12CCC=C1N(C)C(=O)CC2 (stereo not drawn),-27%
O=C(COc1ccc(Cl)cc1)NCCc1csc(-c2cccnc2)n1,12%
CO[C@H]1C(=O)N(C(C)C)[C@H]1C1CCN(C(=O)C2CC2)CC1,23%
COc1ccccc1/C(C)=N/Nc1ccc(Cl)c(C(=O)O)c1,3%
CCCOc1ccc(CN2CCC(C)(c3noc(C4CCOCC4)n3)CC2)cc1,-19%
COc1ccccc1C(=O)Nc1cccc(C(=O)OCc2cc(=O)n3c4c(sc3n2)CCCC4)c1,?
CCCCCn1nc(C(=O)Nc2ccccc2OCC)c2ccccc2c1=O,11%
Cc1cccc(C(=O)NC(=O)Nc2ccc(-c3cc(C(F)(F)F)nn3-c3ccccc3)cc2)c1,-47%
CN(C)S(=O)(=O)N1CCCC(c2nnc(CN3CCCCC3)n2C)C1 (stereo not drawn),-31%
O=C(NCc1ccc(Cl)cc1)C1CCCN(C(=O)c2cnn(-c3ccc(F)cc3)c2-n2cccc2)C1 (stereo not drawn),10%
O=C(C1CC1)N1CC(Oc2ccc(-c3noc(C4CCOCC4)n3)cc2)C1,-10%
CC(C)CNC(=O)C(NC(=O)c1ccccc1)C1CCN(C(=O)c2ccccc2)CC1 (stereo not drawn),13%
C/C(=N\NC(=O)c1cccc(Br)c1)c1cccs1,14%
CCCCN(C1CCS(=O)(=O)C1)S(=O)(=O)c1ccc(OC)c(OC)c1 (stereo not drawn),16%

Next section
KDM5B inhibitor	Structure
4%	O=C(Nc1ccccc1)c1sc(NC2CCCCC2)nc1-c1ccc([N+](=O)[O-])cc1
-25%	COc1cccc(-c2cc(-c3cccc(OC)c3)[nH]n2)c1
8%	CC1=C(c2ccc(C)c(C)c2)S(=O)(=O)N(Cc2ccc(C(=O)NCCC(C)C)cc2)C1=O
40%[86.2 µM]	O=C(NC[C@H]1OC[C@@H](N(Cc2ncc[nH]2)Cc2ncc[nH]2)[C@@H]1O)c1ccccc1
6%	COc1ccc(C(=O)O)c(Br)c1
10%	Cn1nccc1C(=O)NCCC1CCN(C(=O)Nc2cc(F)cc(F)c2)CC1
-8%	CC12CC3CC(C1)CC(NC(=O)c1ccc(Cl)cc1Cl)(C3)C2
8%	CC(=O)c1ccc(NC(=O)CCOc2cc(C)ccc2C)cc1
?	OC[C@H]1C[C@@H](NCc2ccc(F)cc2)[C@H](O)[C@@H]1O
4%	COc1ccccc1N1CCN(C(=O)c2cn[nH]c2-n2cnnn2)CC1=O
-15%	COc1ccc(CN(C)CC(=O)N2CCc3ccccc3C2)cc1
?	OC1(CN2CCN(c3cnccn3)CC2)CNCCOC1 (stereo not drawn)
?	COc1cccc(N2CCN(S(=O)(=O)c3cn(C)c(C)n3)CC2)c1
-14%	COc1ccc(CC(=O)n2nc(-c3cccc(C)c3)nc2N)cc1
-2%	CCOC(=O)CC(NC(=O)c1cc2ccccc2oc1=O)c1ccc(OC)cc1 (stereo not drawn)
113%[activator]	Cc1ccc(-c2nc3cc(C(C)C)ccc3o2)cc1NC(=O)c1cccnc1
-3%	O=C(NCc1cccnc1)c1ccc2ccccc2n1
-14%	CCCNC(=O)CN1C(=O)NC2(CCC(C(C)(C)C)CC2)C1=O (stereo not drawn)
?	CSc1ccc(-c2nc3cccc(C)n3c2Nc2ccc3c(c2)OCO3)cc1
-6%	COc1ccc(NC(=O)CSc2nc3c(cnn3-c3ccc(C)c(C)c3)c(=O)[nH]2)cc1
-15%	CC(=O)N1CCc2cc(S(=O)(=O)NC(CC(C)C)C(=O)Nc3ccc(C(C)C)cc3)ccc21 (stereo not drawn)
-2%	CC(=O)Nc1ccccc1-c1nc2ccccc2n(CC(=O)Nc2cccc(C)c2C)c1=O
17%	CC(NCC(=O)Nc1ccccc1C(=O)NC1CC1)c1ccc(S(C)(=O)=O)cc1 (stereo not drawn)
-17%	COc1ccc(Cn2c(-c3ccc(F)cc3)nc(C)c(CCO)c2=O)cc1F
?	C[C@@H](NC(=O)c1cccnc1)c1onc(-c2ccc(F)cc2)c1C(=O)O
-12%	Cc1cccc(C)c1OCC(=O)Nc1nonc1-c1ccc(Br)cc1
-16%	COc1ccc(C(=O)Nc2ccc([C@@H](O)[C@H]3COCC(=O)N3CC3CCCCC3)cc2)cc1
-1%[86.2 µM]	CC1=C[C@@H](CNC(=O)CC(C)(C)C)[C@H](C(C)C)C[C@H]1CC(=O)NC1CCCC1
24%	COCCOC1CCOC2(CCN(S(=O)(=O)c3cn(C)cn3)CC2)C1 (stereo not drawn)
0%	CCOc1ccccc1NC(=O)c1ccc2oc(=O)c(S(=O)(=O)c3ccc(F)cc3)cc2c1
?	CCn1cc(/C=C(\NC(=O)c2ccco2)C(=O)NCCN2CCOCC2)c2ccccc21
6%	CC1=CCC2C(=O)N(c3cccc(C(=O)NC(C)c4ccccc4)c3)C(=O)C2C1 (stereo not drawn)
11%	Cc1ccc(S(=O)(=O)NCC(c2ccccc2)c2ccccc2)cc1
-1%	Cn1nc(-c2nncn2CC2CC2)c2c1CCNC2
?	CCOc1cc(C(=O)Nc2cc3c(cc2N2CCCC2)n(C)c(=O)c(=O)n3C)cc(OCC)c1OCC
11%	CC1CN(S(=O)(=O)c2csc(C(=O)Nc3ccccc3)c2)CC(C)O1 (stereo not drawn)
-5%	O=C(NC1CCCCC1)N1CCC(Oc2ncccc2C(=O)N2CCCCC2)C1 (stereo not drawn)
11%	O=C(c1ccc(-n2cccn2)cc1)N1CCc2ccccc2C1
5%	O=C(CCCc1ccccc1)N1CCC2(CC1)CC(N(Cc1ccccc1)C1CC1)CCO2 (stereo not drawn)
22%[86.2 µM]	C#CCN(C)Cc1nc(C2(O)CCN(C(=O)COC)CC2)cs1
-34%	O=C(NCc1ccncc1)C1CN(S(=O)(=O)c2cccc(Cl)c2)CC12CCOCC2 (stereo not drawn)
-21%	CCn1nccc1C(=O)N1CCN(Cc2ccc(=O)n(C)c2)CC1
2%	Cc1ccc(C(=O)N2CCC(N3C(=O)CCC3C(=O)NCc3ccccc3)CC2)cc1 (stereo not drawn)
25µM*	Cc1nc(N(C)C)ncc1C(=O)N[C@@H]1CCOC[C@H]1Oc1ccccn1
?	Cc1onc(-c2ccccc2)c1-c1nnc(CN2CCN(CC(=O)N3CCCCCC3)CC2)o1
17%	CN1CCCCC(CC(=O)O)C1=O (stereo not drawn)
?	CC(/C=N/NC(=O)c1nnn(-c2nonc2N)c1C)=C\c1ccccc1
-8%[115 µM]	Cc1ccc(C(=O)N2CCn3c(nn(-c4ccc(Cl)cc4)c3=O)C2)cc1
4%	Cn1c(=O)c2c(ncn2Cc2nc(-c3cccc(C(F)(F)F)c3)no2)n(C)c1=O
0%	Cc1cc(C(=O)N2CCc3nnc([C@@H]4C[C@@H](O)CN4C)n3CC2)nn1C
?	Nc1nccnc1C(=O)NCc1ccc(Oc2cccc(F)c2)nc1
2%	CC(C)CCNC(=O)CN(Cc1ccco1)C(=O)CCC(=O)Nc1nccs1
22%	COc1ccc(Oc2c(C)oc3cc(OCC(=O)N4CCNC(=O)C4)ccc3c2=O)cc1
8%	Cc1ccc(N2CC(NC(=O)c3ccc(S(=O)(=O)N4CCCCC4)cc3)CC2=O)cc1 (stereo not drawn)
?	C=CCn1cc2c3c(cccc31)[C@H](CC(C)C)N[C@H](C(=O)NC1CCCC1)C2
-25%	COCCN1C(=O)CC[C@]2(C(=O)N(C)Cc3cccnc3)CCCC[C@@H]12
13%[149 µM]	COc1ccc(F)cc1-c1cccc(C=O)c1

Some of the compounds tested; count on the stated rates, not on these rows.
